HP1b chromo inh: inhibitors of HP1-beta chromodomain binding to methylated histone tails; P83916; AlphaScreen HP1-beta / biotin-H3K9me3 peptide binding; Potency, µM (highest dose often 114 µM), for inactives: top-dose activity change, negative = inhibition, usual class: inhibitors; actives 0.56% (n = 390,000); AID 540317; further: potency means the concentration at half of the fitted maximal effect; nearly all actives have a fitted effect of over 70% in size; inactives centre near 23
Target sequence (P83916 whole entry, looked up): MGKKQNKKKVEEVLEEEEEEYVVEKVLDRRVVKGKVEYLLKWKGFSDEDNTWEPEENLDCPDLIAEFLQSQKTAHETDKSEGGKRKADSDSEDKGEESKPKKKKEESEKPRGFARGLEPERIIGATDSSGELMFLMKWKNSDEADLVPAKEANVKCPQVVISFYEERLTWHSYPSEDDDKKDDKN
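AlphaScreen: HP1-beta (50 nM) preformed 30 min with biotin-H3(1-18)K9me3 peptide (50 nM) in PBS pH 7.4, 0.01% Tween-20. Compound added for 30 min at RT, then streptavidin donor/nickel chelate acceptor beads (10 ug/mL) for 30 min.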
Pol eta inh: inhibitors of human DNA polymerase eta; recombinant Pol eta, fluorescent DNA replication assay; actives 1.2% (n = 390,000); Q9Y253; Potency, µM (doses to about 114 µM), for the others: at the highest dose activity change, negative = inhibition, usual class: inhibitors; further: potency means the concentration at half of the fitted maximal effect; on the % scale 0 is the no-effect control and ±100 the full control effect
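Pol eta (10 nM) was preincubated with compounds for 15 min at room temperature, after which fluorescent replication substrate (50 nM final) was added to start the reaction. Fluorescence was read kinetically at 0 and 10 min.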
JMJD2A Tudor: JMJD2A Tudor domain (human) inhibition; O75164; AlphaScreen JMJD2A-Tudor / H3K4me3 peptide binding; Potency, µM (series often up to 114 µM), for the others: top-dose activity change, negative = inhibition, usual class: inhibitors; actives 4.4% (n = 390,000); AID 504339; further: potency means the concentration at half of the fitted maximal effect; on the % scale 0 is the no-effect control and ±100 the full control effect; nearly all actives have a fitted effect of over 50% in size
PGK inhibitor: inhibitors of T. brucei phosphoglycerate kinase; PGK/GAPDH coupled, Kinase-Glo luminescence, 60 min; Potency, µM (top dose mostly 57.5 µM), inactives show at the top dose activity change, negative = inhibition, hits mostly inhibitors; actives 0.043% (n = 380,000); further: potency means the concentration at half of the fitted maximal effect; on the % scale 0 is the no-effect control and ±100 the full control effect; nearly all actives have a fitted effect of over 60% in size
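Recombinant glycosomal PGK reaction used 1,3-bisphosphoglycerate generated in-well by GAPDH (100nM final) in 100mM TEA pH 7.6, 5mM MgCl2, 0.01% Tween-20. After 60 minutes at room temperature, ATP was read by Kinase-Glo Plus luminescence end-point.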
GLS inh: inhibitors of human glutaminase (GLS). O94925. GLS enzymatic activity, qHTS titration. actives 0.21% (n = 410,000). Potency, µM (titrated, usually from 45.5 µM), for the others: at the top dose activity change, negative = inhibition, actives largely listed as inhibitors; further: potency means the concentration at half of the fitted maximal effect; on the % scale 0 is the no-effect control and ±100 the full control effect
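Coupled fluorescence readout: glutamate oxidase/HRP/Amplex Red detect glutamate formed by hKGA from L-glutamine (1 mM solution added). Buffer 45 mM KH2PO4 pH 8.2, 0.02% Tween-20; reads at t0 and 30 min RT.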
BAZ2B inh: BAZ2B (human) inhibition; AID 504333; AlphaScreen BAZ2B-H3K14Ac peptide displacement; Q9UIF8; Potency, µM (series often up to 114 µM), inactives show top-dose activity change, negative = inhibition, hits mostly inhibitors; actives 4.4% (n = 360,000); further: potency means the concentration at half of the fitted maximal effect; on the % scale 0 is the no-effect control and ±100 the full control effect; nearly all actives have a fitted effect of over 60% in size
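BAZ2B 50 nM plus b-H3(5-23)K14Ac 50 nM, PBS pH 7.4/0.01% Tween-20, 30 min RT; compound added (max 110 uM), 30 min RT; streptavidin donor/Ni-chelate acceptor beads 10 ug/mL final, 20 min dark; AlphaScreen read.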
G9a inh: G9a (human) methyltransferase inhibition; actives 8.8% (n = 350,000); G9a H3K9 monomethylation, AlphaScreen, 2 h; Potency, µM (doses to about 102 µM), without a hit: at the highest dose activity, negative = inhibition, usual class: inhibitors; further: potency means the concentration at half of the fitted maximal effect; on the % scale 0 is the no-effect control and ±100 the full control effect; nearly all actives have a fitted effect of over 75% in size
Target sequence (Q96KQ7 913-1193 limits assumed): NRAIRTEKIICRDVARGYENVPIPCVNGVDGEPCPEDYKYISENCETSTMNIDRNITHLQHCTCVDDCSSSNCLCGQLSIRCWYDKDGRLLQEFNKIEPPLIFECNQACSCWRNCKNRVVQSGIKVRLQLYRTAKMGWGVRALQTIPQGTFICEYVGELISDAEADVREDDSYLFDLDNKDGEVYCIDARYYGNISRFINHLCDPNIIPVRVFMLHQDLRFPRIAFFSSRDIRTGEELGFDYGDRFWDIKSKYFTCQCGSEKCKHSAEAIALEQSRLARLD
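G9a (20 nM) was preincubated 15 min with compound, then reacted 2 h at room temperature with 500 nM biotin-H3K9 peptide and 20 µM SAM. Monomethyl-H3K9 detected by AlphaScreen using anti-H3K9me1 antibody.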
Pin1 inhibitor: human Pin1 inhibition. Q13526. actives 0.009% (n = 390,000). Pin1 FP peptide displacement, HiFluor488, 10 min. Potency, µM (titrated, usually from 115 µM), for the others: at the top dose activity, negative = inhibition, most hits filed as inhibitors. AID 504891; active means well fitted inhibition curve with a large enough effect in the polarisation, with a control signal flat, not every such curve was filed as active; inconclusive means small, poorly fitted or top-dose-only effect, or effect the other way, or a change in a side signal; inactive means no such curve, though single readings can be large or run the other way; the % refers to the polarisation; further: potency means the concentration at half of the fitted maximal effect; on the % scale 0 is the no-effect control and ±100 the full control effect
PI4K2A inh: inhibitors of human PI4K2A | Q9BTU6 | purified PI4K2A, ADP-Glo luminescence, 1 h; active compounds read low | activity change, negative = inhibition, % at 76.9 µM | actives 0.13% (n = 420,000) | AID 1346378; in the data active means activity change below about -50%; inconclusive means mostly about -30% to -49%;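 further: -100% = wells without enzyme as full effect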
Target sequence (Q9BTU6 whole entry, looked up): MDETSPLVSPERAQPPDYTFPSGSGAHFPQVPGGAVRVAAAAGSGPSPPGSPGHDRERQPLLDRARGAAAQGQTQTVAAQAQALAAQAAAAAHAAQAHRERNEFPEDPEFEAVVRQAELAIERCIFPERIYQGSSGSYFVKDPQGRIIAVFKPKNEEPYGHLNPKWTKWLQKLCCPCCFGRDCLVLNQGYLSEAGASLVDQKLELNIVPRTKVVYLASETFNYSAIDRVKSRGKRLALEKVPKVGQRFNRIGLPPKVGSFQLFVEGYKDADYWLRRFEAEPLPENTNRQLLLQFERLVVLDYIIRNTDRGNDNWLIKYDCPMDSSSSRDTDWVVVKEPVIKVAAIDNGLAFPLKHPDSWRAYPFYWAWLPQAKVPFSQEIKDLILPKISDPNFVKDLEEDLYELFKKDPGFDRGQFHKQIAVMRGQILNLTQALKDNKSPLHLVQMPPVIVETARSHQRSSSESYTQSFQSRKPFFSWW
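PI4K2A activity was measured by ADP-Glo luminescence: enzyme (4 ug/mL stock) and phosphatidylinositol (1.2 mM stock) in Tris pH 7.5/MgCl2/EGTA/Triton X-100 buffer were reacted with ATP (300 microM stock) for one hour at ambient temperature.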
* = called active by the depositor; i = inactive; ? = inconclusive; . = not tested or not shown; [ ] = dose if it differs, or a comment. Unless noted, the call rests on the fitted dose curve; in most records, active means well fitted curve in the direction sought with a large enough effect; inconclusive means small, poorly fitted or top-dose-only effect, or another doubt; inactive means no such curve, though single readings can be large; an effect the other way counts as inactive or inconclusive. An excerpt; rates above refer to the full screens.

1. CCOC(=O)c1c(C)[nH]c(C(=O)COC(=O)c2ccc(N3CCCC3=O)cc2)c1C
2. Cc1c(CCC(=O)O)c(=O)oc2cc(OCc3ccc(Br)cc3)ccc12
3. COc1cccc(-c2c(C(=O)N/N=C(\C)COc3ccccc3)nnn2-c2nonc2N)c1
4. Cc1cc(=O)[nH]c2ccc(Cc3ccccc3)cc12
5. COc1cc(OC)cc(C(=O)Nc2cc3c(cc2N2CCCC2)n(C)c(=O)c(=O)n3C)c1
6. CCOc1ccc(NC(=NCc2ccc3c(c2)OCO3)SC2CC(=O)N(c3ccc(C(=O)O)cc3)C2=O)cc1 (stereo not given)
7. COc1ccc(C2=NC(C)(C)Cc3cc(OC)c(OC)cc32)cc1
8. O=C(Nc1ccccc1C(F)(F)F)NC1CCCCC1
screen / no.	1	2	3	4	5	6	7	8
HP1b chromo inh	8%	19%	54%[activator]	4%	118%[activator]	-9%	37%[activator]	17%
Pol eta inh	4%	-11%	-9%	-6%	-11%	-3%	-13%	-1%
JMJD2A Tudor	-15%	-7%	-16%	-6%	-17%	?	2%	-12%
PGK inhibitor	-4%	-2%	2%	2%	i	0%	.	0%
GLS inh	1%	4%	3%	2%	-21%	8%	-17%	0%
BAZ2B inh	-3%	-16%	-13%	.	-4%	?	-7%	-4%
G9a inh	-1%[59 µM]	?	33%	.	?	-4%[59 µM]	-24%	27%
Pin1 inhibitor	-1%	-10%	-2%	-2%	?	.	-1%	7%
PI4K2A inh	1	-4	-1	1	-1	-4	-1	-7

Ordered by molar mass (high to low): part of the list above
6. CCOc1ccc(NC(=NCc2ccc3c(c2)OCO3)SC2CC(=O)N(c3ccc(C(=O)O)cc3)C2=O)cc1 (stereo not given)
3. COc1cccc(-c2c(C(=O)N/N=C(\C)COc3ccccc3)nnn2-c2nonc2N)c1
5. COc1cc(OC)cc(C(=O)Nc2cc3c(cc2N2CCCC2)n(C)c(=O)c(=O)n3C)c1
1. CCOC(=O)c1c(C)[nH]c(C(=O)COC(=O)c2ccc(N3CCCC3=O)cc2)c1C
screen / no.	6	3	5	1
HP1b chromo inh	-9%	54%[activator]	118%[activator]	8%
Pol eta inh	-3%	-9%	-11%	4%
JMJD2A Tudor	?	-16%	-17%	-15%
PGK inhibitor	0%	2%	i	-4%
GLS inh	8%	3%	-21%	1%
BAZ2B inh	?	-13%	-4%	-3%
G9a inh	-4%[59 µM]	33%	?	-1%[59 µM]
Pin1 inhibitor	.	-2%	?	-1%
PI4K2A inh	-4	-1	-1	1

Next structures follow.
9. CCc1ccc(Oc2ncnc(N)c2[N+](=O)[O-])cc1
10. COc1cc(C(C(=O)NCc2ccccc2)N(C(=O)c2snc(C(N)=O)c2N)C2CCCC2)cc(OC)c1OC (stereo not given)
11. COCC(=O)N(C)C[C@@H]1Oc2cc(-c3ccc(F)cc3)ccc2S(=O)(=O)N([C@H](C)CO)C[C@H]1C
12. COc1ccc(OC)c(NS(=O)(=O)c2ccc3c(c2)CCC(=O)N3)c1
13. CCOc1cc(/C=C\c2[nH]c(=O)[nH]c(=O)c2[N+](=O)[O-])ccc1OC(C)CC (stereo not given)
14. CN(Cc1ccccc1)c1nc(-c2cccc([N+](=O)[O-])c2)nc2ccccc12
15. CC(C(=O)NCC1CCCO1)n1cccc1C(=O)c1ccccc1 (stereo not given)
16. O=C(CCn1nc(-c2ccccc2)c2ccccc2c1=O)N1CCN(c2ccccc2)CC1
screen / no.	9	10	11	12	13	14	15	16
HP1b chromo inh	39%[activator]	20%	.	14%	-9%	-8%	12%	-11%
Pol eta inh	-11%	-11%	-5%	-2%	?	-23%	-4%	-13%
JMJD2A Tudor	-20%	-8%	.	-10%	-31%	32µM*	4%	-36%
PGK inhibitor	6%	i	11%	-7%	i	6%	i	-1%
GLS inh	0%	-4%	4%	4%	10%	?	5%	38%[activator]
BAZ2B inh	-16%	-8%	.	-4%	2%	-24%	5%	?
G9a inh	16%[12.7 µM]	?	.	.	20%[12.7 µM]	4%[59 µM]	15%[59 µM]	-21%[12.7 µM]
Pin1 inhibitor	?	-4%	.	-3%	33%[activator]	-1%	4%	10%
PI4K2A inh	6	-1	-4	0	-27	0	3	0

17. CCCCn1c(N)c(N(CC)C(=O)c2cccc(OC)c2)c(=O)[nH]c1=O
18. CCOc1ccccc1NC(=O)C(OC(=O)c1ccccc1NS(=O)(=O)c1cccs1)c1ccccc1 (stereo not given)
19. COc1cc(C(=O)c2ccccc2)c(OC)cc1C(=O)Nc1ccc(O)cc1
20. COc1ccc(C(=O)Nc2ccc(Cn3ccnc3)cc2)cc1OC
21. CCOc1ccc(/C=N/NC(=O)CN2CCSCC2)cc1
22. O=C1/C(=C\c2ccccc2)CN(C(=O)CCN2CCCCC2)C/C1=C/c1ccccc1
23. O=C(NCCCN1CCCC1=O)c1ccc2c(c1)ncn2C1CCCCC1
24. CCn1c(C)cc(/C=C2/SC(=S)NC2=O)c1C
screen / no.	17	18	19	20	21	22	23	24
HP1b chromo inh	35%	39%	4%	37%	?	5%	36%	9%
Pol eta inh	-5%	-8%	-14%	-10%	-13%	?	-4%	-2%
JMJD2A Tudor	-6%	-16%	?	-8%	2µM*	-24%	-3%	-22%
PGK inhibitor	5%	-4%	i	-9%	0%	2%	5%	-5%
GLS inh	6%	3%	0%	-3%	9%	1%	6%	-2%
BAZ2B inh	-11%	4%	-39%	-37%	50µM*	.	-2%	-37%
G9a inh	2%	6%[59 µM]	-15%	1%	10µM*	.	-9%	?
Pin1 inhibitor	-9%	61%[activator]	0%	4%	7%	34%[activator]	4%	27%
PI4K2A inh	1	-2	0	-5	1	-24	2	2

25. CCOc1ccc(OCC)c(S(=O)(=O)NCCOC23CC4CC(CC(C4)C2)C3)c1
26. Cc1cccc(/C=N\NC(=O)c2ccccc2-n2cccc2)c1
27. Cc1cc(C)c2cc(C#N)c(N3CCCC3)nc2c1
28. Clc1cccc(Cl)c1COc1ccccc1CNn1cnnc1
29. CCOc1ccc(NC(=O)C(C)N2C(=O)c3ccccc3C2=O)cc1 (stereo not given)
30. COc1ccc(NC(=O)O/N=C/c2ccccc2)cc1
31. CCOC(=O)c1cn(Cc2ccccc2)nc1-c1ccccc1
32. CCCN1CCN(CCCNC(=O)C2CCCN(c3nnc(-n4cccc4)s3)C2)CC1 (stereo not given)
screen / no.	25	26	27	28	29	30	31	32
HP1b chromo inh	55%[activator]	-2%	84%[activator]	22%	7%	-7%	106%[activator]	13%
Pol eta inh	-29%	-4%	5%	-3%	-2%	-3%	-6%	?
JMJD2A Tudor	13%	-19%[57.1 µM]	39%[activator][11.4 µM]	-15%	-6%	-23%	36%[activator]	3%
PGK inhibitor	-3%	3%	-6%	-8%	-5%	0%	2%	-1%
GLS inh	0%	7%	-3%	1%	-3%	-7%	12%	0%
BAZ2B inh	5%	?	66%[activator]	-10%	1%	-13%	.	2%
G9a inh	32%[59 µM]	?	-37%[12.7 µM]	26%[59 µM]	.	0%	.	20%[59 µM]
Pin1 inhibitor	12%	0%	11%	3%	2%	-2%	-3%	4%
PI4K2A inh	-2	1	1	0	2	-1	-1	6

33. COc1ccc(C2CC(c3ccc(OC)c(OC)c3)=NN2S(C)(=O)=O)cc1 (stereo not given)
34. O=c1c2ccccc2cnn1CCOc1cccc(Br)c1
35. CN(C(=O)COC(=O)c1cc(S(=O)(=O)N(C)C)ccc1Cl)C1CCS(=O)(=O)C1 (stereo not given)
36. COc1ccc(CN(CC(O)COc2cccc3[nH]cc(C)c23)C(C)(C)C)cc1 (stereo not given)
37. COc1ccc(OC)c(NC(=O)Cn2c(=O)cc(-c3ccccc3)c3c(C)nn(C)c32)c1
38. Cc1cc(NC(=O)COC(=O)C2CC(=O)N(c3cccc(C)c3C)C2)no1 (stereo not given)
39. Cc1cc(S(=O)(=O)NCCCN2CCOCC2)ccc1Br
40. COc1ccccc1CNC(=O)N1CCN(c2ccccc2)CC1
screen / no.	33	34	35	36	37	38	39	40
HP1b chromo inh	-21%	38%[activator]	23%	?	0%	4%	29%	11%
Pol eta inh	?	0%	-20%	-23%	?	-7%	-8%	-10%
JMJD2A Tudor	-10%[11.4 µM]	3%	2%	50µM*	?	-13%	-10%	-20%
PGK inhibitor	-1%	0%	4%	.	-8%	-5%	i	-1%
GLS inh	55%[activator]	-12%	0%	-2%	?	9%	-1%	-1%
BAZ2B inh	0%	19%	2%	?	-27%	0%	4%	-14%
G9a inh	.	37%	?	?	-4%[59 µM]	18%[59 µM]	-4%[12.7 µM]	?
Pin1 inhibitor	-1%	1%	-9%	-3%	46%[activator]	-11%	-11%	-1%
PI4K2A inh	0	0	2	-2	-3	2	-4	-2

41. COc1cccc2cc(C(=O)c3ccc([N+](=O)[O-])cc3)oc12
42. CN(CC(=O)NCC1CCCCC1)CC(=O)Nc1ccccc1Br
43. COc1cc2c(-c3ccc4c(c3)OCO4)c(-c3ccsc3)oc(=O)c2cc1OC
44. COc1ccc(S(=O)(=O)N2CCN(C(=O)c3cnc(C)cn3)CC2)cc1
45. CCOC(=O)C1CCN(C(=O)CN2C(=O)C(C(C)C)Oc3ccccc32)CC1 (stereo not given)
screen / no.	41	42	43	44	45
HP1b chromo inh	8%	29%	13%	29%	51%
Pol eta inh	-16%	-2%	-3%	-2%	-1%
JMJD2A Tudor	-18%	-12%	-30%	-4%	-7%
PGK inhibitor	-6%	-5%	i	-2%	2%
GLS inh	-6%	-3%	6%	1%	-11%
BAZ2B inh	-15%	-3%	.	8%	0%
G9a inh	-48%	-35%[12.7 µM]	.	25%	11%[59 µM]
Pin1 inhibitor	-2%	3%	25%	-6%	10%
PI4K2A inh	-7	0	4	2	1
